mHTT-CaM PPI inh: inhibitors of human mutant huntingtin-calmodulin interaction. P42858. AlphaScreen His-mHTT/GST-CaM binding, luminescence. inhibition, % at 15 µM. actives 3.6% (n = 190,000);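 note: 0% = both proteins with DMSO and 100% = one protein alone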
Pf apPOL inh: Pf-apPOL DNA polymerase inhibition | Recombinant Pf-apPOL, molecular beacon fluorescence, 1.5 h | inhibition, % at 10 µM | actives 0.25% (n = 210,000) | AID 1794808
* = called active by the depositor; · = not tested or not shown; & = joins results of further samples; ! = a repeat was not active. Cut-off read from the data, not from the text of the source: active = inhibition above about 50%; inactive = the rest.

Molecule | mHTT-CaM PPI inh | Pf apPOL inh
O=C(NCc1ccncc1)Nc1cccc(Cl)c1 | -1.3 | -3.7
Cc1cccc(C(=O)NCCC2CCN(C(=O)c3ccccc3)CC2)c1 | 36.7 | -2.3
CC1=CC(=O)NC2C=CC=CC12 (configuration not stated) | -4.9 | -7.2
COc1ccccc1N1CCN(CCCCNC(=S)Nc2cc(C)cc(C)c2)CC1 | · | -14.1
COc1ccc(N2C(=O)NC(=O)/C(=C\c3cc(Br)c(O)c([N+](=O)[O-])c3)C2=O)cc1 | 9.0 | -2.9
Cc1ccc2oc(-c3noc(C(=O)NCCc4ccccc4)n3)c(C)c2c1 | -8.1 | -1.7
CC(C)CC1CC2C(O1)c1ccccc1OC2(C)C (configuration not stated) | -20.0 | -3.8
Cn1nc(CO)c2c1CCN(C(=O)c1cc(-c3cccs3)[nH]n1)C2 | 3.6 | 4.8
O=C(Nc1ccc(S(=O)(=O)Nc2ncccn2)cc1)c1cccs1 | 3.9 | -1.1
CCN(Cc1ccccc1)C(=O)CN(C)S(=O)(=O)c1ccc2[nH]c3c(c2c1)CCCC3 | 64.7* | -2.8
COCCN(Cc1ccsc1)C(=O)C(c1ccccc1)c1ccccc1 | -17.0 | -9.7
COCCN1C(=O)CCC2(CNC(=O)c3cccnc3)CCCC12 (configuration not stated) | -4.0 | -1.7
CCOc1cccc(N2C(=O)CC(N3CCN(C(=O)c4ccco4)CC3)C2=O)c1 (configuration not stated) | 5.1 | -2.9
COc1cccc(N2CCN(C(=O)C3CCCC3)C(C)C2=O)c1 (configuration not stated) | -0.5 | -3.6
Cc1cc(C)cc(C(=O)Nc2c3c(nn2-c2ccc([N+](=O)[O-])cc2)CS(=O)(=O)C3)c1 | -2.0 | -5.0
CCCc1cc(NCCCN(CC)CC)n2c(nc3ccccc32)c1C#N | -3.0 | -2.1
CC(=O)c1ccc(NC(=O)c2ccc(C(C)C)cc2)cc1 | -2.1 | 17.0
Cc1ccccc1/C=C1/N=C(c2ccco2)OC1=O | 9.0 | -2.7
O=C(c1c[nH]c2ccccc12)N1CCC(CCOc2cccnc2)CC1 | 5.0 | -7.3
COC(=O)c1cc(Nc2ccccc2OC)c2cccc(OC)c2n1 | 0.4 | 0.5
CCC(=O)NCc1csc(C2CCCN(C(=O)CC(C)(C)C)C2)n1 (configuration not stated) | 3.5 | -3.4
CCn1ccc(C(=O)N2CCCC2c2ccc(OC)cc2)n1 (configuration not stated) | -4.3 | -0.4
Cc1ccc(S(=O)(=O)NNc2c(Cl)cc(Cl)cc2Cl)cc1 | · | -9.2
CCOc1cccc2c1OC1(C)CC2NC(=O)N1c1ccc(Cl)cc1 (configuration not stated) | 0.0 | -10.1
COc1ccccc1N1CCN(C(=O)C2CC(=O)N(c3ccc4oc(C)nc4c3)C2)CC1 (configuration not stated) | -2.8 | -2.2
O=C(c1ccc([N+](=O)[O-])cc1Cl)N1CCN(c2ncccn2)CC1 | -0.1 | 1.6
CC(C)NC(=O)c1ccc(OCC2CCCN(C(=O)c3ccccc3Cl)C2)cc1 (configuration not stated) | 0.5 | -3.1
CC(=O)Nc1sc2c(c1C(=O)Nc1c(C)cccc1C)CCCCC2 | -5.5 | 2.1
O=C(NCC(O)c1cccc2ccccc12)c1cccc(F)c1 (configuration not stated) | -7.5 | 0.6
O=S(=O)(Nc1ccccc1F)c1ccc2nc(-c3ccccc3)[nH]c2c1 | -4.0 | -7.1
CCOC(=O)C1Oc2ccccc2C(c2ccoc2)=C1C(=O)OC (configuration not stated) | -5.8 | -8.4
CC(=O)c1ccc(N2CCN(C(=O)CCCN3C(=O)c4cccnc4C3=O)CC2)cc1 | 9.0 | -75.7
CCC1CCCCN1C(=O)c1cccs1 (configuration not stated) | -4.8 | -2.3
COc1cccc(C2C=C(c3cccc(Br)c3)Nc3nnnn32)c1OC (configuration not stated) | 65.0* | -4.7
NC(=O)c1nn2c(c1Cl)NC(c1cccs1)CC2C(F)(F)F (configuration not stated) | -3.0 | 2.7
COc1ccc(C(=O)Nc2nc3c(OC)cccc3s2)c(OC)c1 | -3.0 | 2.1
COc1cc(OC)c(C(F)(F)F)cc1NC(=O)c1c(OC)cccc1OC | · | -8.5
O=C(NCc1cc(F)ccc1F)c1cc2c(s1)CN(C1CCCC1)C2 | -3.4 | -3.2
COc1ccc(OC)c2c(C)cc(C)nc12 | 3.7 | -6.5
O=C1[C@H]2[C@H](C=CC[C@H]2C(=O)N2CCOCC2)CCN1Cc1ccccc1 | -2.1 | 1.2
O=C(c1ccc(Cl)cc1)N1CCN(c2ccccn2)CC1 | 1.9 | 7.8
N=c1c(C(=O)NCC2CCCO2)cc2c(=O)n3ccccc3nc2n1C1CCCCC1 (configuration not stated) | 3.0 | -2.6
CCc1nnc(-c2cccn2CC(=O)Nc2cccc(C)c2)o1 | 2.5 | 0.1
O=C(COc1ccc(Cl)cc1Cl)NC1CCCC1 | -2.6 | 0.4
COc1cc(C(=O)NCC2OCCc3ccccc32)cc(OC)c1OC (configuration not stated) | 10.0 | -2.0
Cc1ccccc1C(=O)N1CCN(c2cccc(Cl)c2C)C(=O)C1C (configuration not stated) | 4.1 | -6.4
O=[N+]([O-])c1ccccc1C1Nc2ccc(Br)cc2C2C=CCC21 (configuration not stated) | 57.4* | -24.7
O=c1c2cccc3c2c(nn1CN1CCCCC1)-c1ccccc1-3 | 16.0 | -4.6
COc1ccc([N+](=O)[O-])cc1COc1cc2oc(=O)c3c(c2cc1Cl)CCC3 | -1.0 | 6.9
Cc1noc(C)c1CCC(=O)Nc1ccccc1NC(=O)c1ccsc1 | 14.2 | -3.3
Cc1ccc(Cn2nc(C(=O)N3CCCc4cc(C)ccc43)ccc2=O)cc1 | -4.0 | -6.8
CC(C)C1c2cccn2CCN1C(=O)Nc1ccc(F)cc1 (configuration not stated) | -5.3 | -6.2
COc1ccc(N=Cc2c(O)n(-c3ccccc3C)c(=O)c3ccccc23)cc1OC | 3.0 | 9.6
Cc1ccc(CN2CCc3c(cc(C(=O)NCCCN(C)C)n3C)C2)cc1 | 24.1 | 2.1
CC1=C(OC(=O)C=Cc2ccccc2)C(=O)CC1 | · | -9.8
CCCCC#Cc1ccc(C(=O)NNC(=O)Nc2ccccc2)o1 | · | -0.5&-4.6
O=C1CSC(c2ccccc2)N1c1ccc(N2C(=O)CSC2c2ccccc2)cc1 (configuration not stated) | 4.0 | -4.6
Cc1ccc(S(=O)(=O)N(CC(=O)NCc2cccnc2)Cc2ccc(Cl)c(Cl)c2)cc1 | 54.0*! | -3.6&-7.5
CC(=O)n1c(=O)n(-c2ccccc2)c(=O)c2c(C)c(C)sc21 | 0.3 | -10.7
COc1cccc(NC(=O)N(C2CCCCC2)C(C)c2ccncc2)c1 (configuration not stated) | -3.0 | -16.6

Compounds listed so far that contain bromine:
Molecule | mHTT-CaM PPI inh | Pf apPOL inh
COc1ccc(N2C(=O)NC(=O)/C(=C\c3cc(Br)c(O)c([N+](=O)[O-])c3)C2=O)cc1 | 9.0 | -2.9
COc1cccc(C2C=C(c3cccc(Br)c3)Nc3nnnn32)c1OC (configuration not stated) | 65.0* | -4.7
O=[N+]([O-])c1ccccc1C1Nc2ccc(Br)cc2C2C=CCC21 (configuration not stated) | 57.4* | -24.7

(further entries)
Molecule | mHTT-CaM PPI inh | Pf apPOL inh
Oc1ccccc1C=Nc1ccc(Sc2ccccc2)nc1Sc1ccccc1 | · | -1.9
O=C1NC2(CCN(Cc3ccccc3)CC2)N=C1c1cccc(Cl)c1 | 9.6 | -2.5
Cc1ccc2ncc3c(=O)n(CC(=O)Nc4ccccc4)[nH]c3c2c1 | 18.6 | -3.2
CCCc1ccc(OCC(=O)NCCc2ccc(OC)c(OC)c2)cc1 | 15.0 | -13.4
Cc1noc(C)c1C1CCCN1C(=O)Cc1cccc(Cl)c1 (configuration not stated) | 0.3 | 2.4
O=S(=O)(c1cccs1)N1CCC(c2ccncc2)CC1 | 4.5 | 0.5
CCS(=O)(=O)Nc1c(C)n(C)n(-c2ccccc2)c1=O | -8.1 | -12.0
O=C(Nc1ncccc1Cl)c1cccs1 | -2.7 | 1.4
COc1ccc(CC2(O)CCC3(CC2)OCCO3)cc1 | · | 18.9
COc1cc(Cl)c(NC(=O)C2CCCN(c3nccc4sccc34)C2)c(OC)c1 (configuration not stated) | 60.2* | 2.8
O=[N+]([O-])c1ccc(CN2CCCCC2)cc1 | -2.5 | -2.6
N#CC1=C(S)NC(O)(c2ccccc2)C([n+]2ccc3ccccc3c2)C1c1ccc(F)cc1 (configuration not stated) | 75.0* | -2.2
N=C1S/C(=C\c2ccc(-c3ccccc3F)o2)C(=O)N1c1nccs1 | 27.0 | 0.8
CCn1cc2c3c(cccc31)CN(C(=O)Nc1ccccc1Cl)CC2 | 48.4 | -4.4
COc1ccc(C(=O)N2CCC3(CC2)Nc2cccnc2NC3=NC(C)(C)C)c(C)c1 | 29.6 | -2.4
COCCCNC(=S)NN=Cc1ccco1 | · | -12.3
COc1ccc(CCNC(=O)Cc2cccs2)cc1OC | -5.5 | 1.2
O=C(Nc1ccccc1)Nc1cccnc1N1CCC(C(F)(F)F)CC1 | · | 1.6
O=[N+]([O-])c1ncn(C23CC4CC(CC(C4)C2)C3)n1 | -10.0 | -3.0
O=C(c1ccc(OCC2CCCN(C(=O)c3ccc(Cl)cc3)C2)cc1)N1CCCC1 (configuration not stated) | 2.4 | 8.6
Cc1ccc(CNC(=O)c2ccccc2CN2C(=O)C3CCCN3C(=O)c3ccccc32)o1 (configuration not stated) | -4.5 | -2.3
Cc1ccccc1N1CCN(Cc2cccnc2)CC1 | -1.9 | -6.0
O=C(Cc1ccccc1)Nc1ccccc1C(=O)NCc1ccccc1 | -12.8 | 1.2
COc1ccc(NC(=O)C2CCN(c3cncnc3N3CCCC3)CC2)cc1F | 9.2 | 0.9
O=C(c1ccc(Cn2ccnc2)cc1)N1CCN(S(=O)(=O)C2CC2)CC1 | -9.1 | -3.0
COc1ccc(CCNC(=O)c2nnn(-c3cccc(C)c3)c2N)cc1OC | 9.0 | -5.3
CC(=O)Nc1cc(C(N)=O)cc(C(N)=O)c1 | -3.1 | -5.2
O=[N+]([O-])c1ccc(N2CCN(S(=O)(=O)c3ccc(Cl)cc3)CC2)cc1 | 4.8 | 2.8
O=c1/c(=C/c2ccco2)sc2n1CN(c1cccc([N+](=O)[O-])c1)CN=2 | 7.0 | -8.6
CC(C)(C)SCCNC(=O)c1ccc(CN2CCOCC2)cc1 | -2.2 | -4.9
COc1ccc(S(=O)(=O)C2CS(=O)(=O)CC2O)cc1 (configuration not stated) | · | -5.7
COc1ccccc1NC(=O)N1CCC(c2nc(C(=O)N3CCOCC3)c(C)o2)CC1 | -0.9 | -4.5
COc1ccc(CNC(=O)CN(C)S(=O)(=O)c2ccc3[nH]c4c(c3c2)CCCC4)cc1 | 31.7 | -2.4
O=C(C1=CN(c2ccc(Cl)cc2)c2ccccc2S1(=O)=O)N1CCCCC1 | -4.1 | -0.7
CC(=O)N1CCCC1(C(=O)O)c1ccccc1 (configuration not stated) | -4.0 | -3.5
O=[N+]([O-])c1ccc(N2CCCC2)cc1SCCO | 7.9 | 0.6
O=C(CN1CCOCC1)N1CCC(c2nc(-c3ccccc3)no2)C1 (configuration not stated) | 9.9 | -6.4
O=C(COc1ccc(F)cc1)N1CCC(CCOc2ccccc2)CC1 | 69.5* | -2.8
Cc1cccc(-n2cc(C3CCN(C(=O)c4ccncc4)CC3)cn2)c1 | 3.4 | 0.2
O=[N+]([O-])c1ccc(C2Nc3c(Cl)cccc3C3C=CCC32)cc1 (configuration not stated) | 18.0&48.5 | 18.6&-0.6
Brc1ccc(-c2nnc(-c3ccccc3)o2)cc1 | -3.6 | 0.4
Cc1cccc2sc(NC(=O)COc3ccccc3)nc12 | -1.3 | -1.7
CCOc1ccc(-n2nc3ccc(NC(=O)c4ccc([N+](=O)[O-])cc4Cl)cc3n2)cc1 | 2.0 | 0.1
COc1ccc(-n2nc(C(=O)NCC(=O)NCC3CCCO3)c3ccccc3c2=O)cc1Cl (configuration not stated) | 12.0 | -1.0
CC1CCc2onc(C(=O)Nc3ccc(Cl)cc3)c2C1 (configuration not stated) | -1.2 | 6.8
CN1CCN(C(CNC(=O)NC(C)(C)C)c2ccsc2)CC1 (configuration not stated) | -7.5 | -0.6
CCOc1ccc(C=C2Oc3cc(O)ccc3C2=O)cc1 | -6.5 | 4.5
CC1(C(=O)NC2CCCCCC2)CCC(=O)N1Cc1cccs1 (configuration not stated) | -2.0 | -5.1

Shown as labelled records: part of the list above.
Brc1ccc(-c2nnc(-c3ccccc3)o2)cc1
- mHTT-CaM PPI inh: -3.6
- Pf apPOL inh: 0.4
Cc1cccc2sc(NC(=O)COc3ccccc3)nc12
- mHTT-CaM PPI inh: -1.3
- Pf apPOL inh: -1.7

The results go on:
Molecule | mHTT-CaM PPI inh | Pf apPOL inh
O=C(NC1CCCCC1)N1CCC2(CC1)Nc1cccnc1NC2=NC1CCCC1 | -0.7 | 0.2
COc1cccc(NC(=O)c2sc3nc(C)nc(N4CCCCC4C)c3c2C)c1 (configuration not stated) | 15.0 | -7.1
Cn1c(=O)[nH]c(=O)c2c1nc(N1CCCCC1)n2CC(O)COc1ccc([N+](=O)[O-])cc1 (configuration not stated) | 5.9 | -4.0
CCNC(=O)CN(c1ccccc1)S(=O)(=O)c1ccc(OC)cc1 | -4.2 | -4.2
COc1ccc(-n2nc(C(=O)NCC(=O)NC(C)C)c3ccccc3c2=O)c(OC)c1 | 0.0 | -2.3
COc1ccccc1NC1=CC(=O)CC(c2ccccc2)C1 (configuration not stated) | 0.7 | -4.6
O=C1C2CC=CCC2C(=O)N1Nc1ccccc1 (configuration not stated) | -2.4 | -3.4
Cc1ccc(C(=O)N2CCCCC2)cc1C | -5.9 | 5.1
COc1ccc(N2C(=O)NC3CC2(C)Oc2ccccc23)cc1 (configuration not stated) | 1.0 | -5.1
COc1ccccc1CNC(=O)c1cccc([N+](=O)[O-])c1 | -6.1 | -6.1
Cc1cc(O)c(NC(=O)c2ccc([N+](=O)[O-])cc2)cc1C | 6.1 | -5.2
CCC(=O)Nc1ccc(C2(C(=O)N3CCN(c4ccccc4)CC3)CCC2)cc1 | 31.4 | -0.5

These rows are one share of the data (hit frequency here may not be typical).
